GAA glycogen: GAA glycogen-cleavage inhibition or activation; recombinant GAA, glycogen substrate, Amplex Red glucose oxidase fluorescence; Potency, µM (titrated, usually from 76.4 µM), without a hit: at the top dose activity change, negative = inhibition, actives largely listed as inhibitors; actives 0.38% (n = 300,000); AID 2100; active = well fitted inhibition curve with a large enough effect; inconclusive = small, poorly fitted or top-dose-only effect, or another doubt; inactive = no such curve, though single readings can be large or run the other way;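 also: 0% = full enzyme reaction and -100% = no-enzyme basal signal; the screen sought inhibitors and activators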
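Recombinant human enzyme (4 nM); glycogen substrate; 37 C, 40 min, pH 5.0. Readout: coupled glucose oxidase/Amplex Red fluorescence.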
* = called active by the depositor; ? = inconclusive; [ ] = remark or other dose. Potency is read from the fitted curve at half-maximal effect. Some of the compounds tested (hit frequency here may not be typical).

no.	structure	GAA glycogen
1	Cn1ncc(Cl)c1C(=O)N1CCN(c2ccc(Cl)c(Cl)c2)CC1	-8%[76.3 µM]
2	COc1cc2c(cc1OC)CN(C(=O)c1ccc(-c3ccccc3)cc1)CC2	-6%
3	CCN(CC(=O)NC1CC1)S(=O)(=O)c1ccccc1	-10%[76.3 µM]
4	Cc1oc(-c2cc(F)ccc2F)nc1CN1CCC(C(=O)N2CCOCC2)CC1	-1%[76.3 µM]
5	O=C(CSc1nc(N2CCOCC2)nc(N2CCOCC2)n1)Nc1ccc(Cl)cc1Cl	-1%[76.3 µM]
6	CN(C)S(=O)(=O)c1cccc(NC(=O)Cc2ccsc2)c1	-18%[76.3 µM]
7	CC(C)(C)N(CC(=O)NC1CCCCC1)C(=O)CS(=O)CC(=O)Nc1ccc(F)cc1 (centres undefined)	4%[76.3 µM]
8	CC(Oc1cccc(Cl)c1)C(=O)N1CCCN(C)CC1 (centres undefined)	0%[76.3 µM]
9	CCc1nc2nc(C)c(NS(=O)(=O)c3cccs3)c(=O)n2[nH]1	-9%
10	CCN(CC)C(=O)COc1ccc2c3c(c(=O)oc2c1C)CCCC3	-1%[76.3 µM]
11	O=C(Cc1ccc([N+](=O)[O-])cc1)NNC(=O)c1cccs1	3%
12	O=C1CC(N2CCN(c3ccc(Cl)cc3)CC2)C(=O)N1c1ccc(F)cc1 (centres undefined)	-4%[76.3 µM]
13	COc1cccc(CNC(=O)C2CCN(S(=O)(=O)c3ccc(Br)s3)CC2)c1	2%
14	Cc1ccc2oc(C(=O)NCC(c3ccco3)N(C)C)c(C)c2c1 (centres undefined)	-2%[76.3 µM]
15	Cn1nc(C(C)(C)C)c([N+](=O)[O-])c1C(=O)N1CCCCCC1	-7%[76.3 µM]
16	COc1ccc(/C=C2/C(=N)N3N=C(CC(=O)N4CCCC4)SC3=NC2=O)cc1OC	-27%[76.3 µM]
17	CC(CNC(=O)Cn1ccc2cc(S(=O)(=O)N3CCCC3)ccc21)c1ccccc1 (centres undefined)	-12%[76.3 µM]
18	O=C(Nc1ccccc1O)C(c1ccccc1)c1ccccc1	?
19	COc1ccc(CCn2c(=N)c(S(=O)(=O)c3ccc(C)cc3)cc3c(=O)n4ccccc4nc32)cc1	-5%[76.3 µM]
20	CCOC(=O)C1CCN(C2=NC(=O)/C(=C/c3ccc(OC)c(OC)c3)S2)CC1	-1%
21	CC(=O)c1ccc(NC(=O)[C@@]2(CC(=O)O)CC(/C=C/c3ccccc3)=NO2)cc1	1%
22	O=C1CC(C(=O)O)(c2ccccc2)c2cccc(F)c21 (centres undefined)	-14%
23	Cc1ccccc1Cn1c2ccccc2c2cnn(CC(=O)NCCCN3CCN(C)CC3)c(=O)c21	-20%[76.3 µM]
24	O=C(Nc1ccccc1)c1cccc(N2C(=O)C3C4C=CC(C5CC45)C3C2=O)c1 (centres undefined)	0%[76.3 µM]
25	Cc1onc(C(=O)Nc2cccc(C(F)(F)F)c2)c1[N+](=O)[O-]	-8%[76.3 µM]
26	O=C(CCCN1C(=O)/C(=C\c2ccccc2)SC1=S)Nc1ccc(C(=O)O)cc1	-15%
27	CC(=O)NC1(C(F)(F)F)NC(=O)N(CCc2ccccc2)C1=O (centres undefined)	4%
28	COCCCN(CCNC(=O)c1ccc(NC2=NC3CS(=O)(=O)CC3S2)cc1)Cc1ccco1 (centres undefined)	-6%[76.3 µM]
29	Cc1cc(NS(=O)(=O)c2ccc(NC(=O)c3ccc(Cl)cc3[N+](=O)[O-])cc2)no1	-1%[76.3 µM]
30	COc1ccc(C)cc1NC(=O)c1cccc(-c2ccc(OC(C)=O)cc2)c1	3%

Two compounds drawn at random from the list so far:
no.	structure	GAA glycogen
1	Cn1ncc(Cl)c1C(=O)N1CCN(c2ccc(Cl)c(Cl)c2)CC1	-8%[76.3 µM]
9	CCc1nc2nc(C)c(NS(=O)(=O)c3cccs3)c(=O)n2[nH]1	-9%

A different layout for some results above.
#5 O=C(CSc1nc(N2CCOCC2)nc(N2CCOCC2)n1)Nc1ccc(Cl)cc1Cl
  GAA glycogen: -1%[76.3 µM]
#4 Cc1oc(-c2cc(F)ccc2F)nc1CN1CCC(C(=O)N2CCOCC2)CC1
  GAA glycogen: -1%[76.3 µM]

(listing goes on)
no.	structure	GAA glycogen
31	COc1ccc(-c2csc3nc[nH]c(=O)c23)cc1OC	6%
32	CC(C)CNC(=O)COC(=O)C1c2ccccc2Oc2ccccc21	0%
33	CC(C)NC(=O)NC(=O)CN1C(=O)NC2(CCc3ccccc3C2)C1=O (centres undefined)	2%
34	COc1ccccc1-n1c(C)cc(/C=C2\C(=N)N3N=C(CC(=O)N4CCOCC4)SC3=NC2=O)c1C	-1%[76.3 µM]
35	Cc1ccc(C(=O)N/N=c2\oc3ccccc3cc2C(N)=O)cc1	6%
36	O=[N+]([O-])c1ccc(SCc2ccncc2)nc1	5%
37	CC(=O)c1cccc(NC(=O)CC(C)n2ccnc2)c1 (centres undefined)	-3%
38	O=C(Cn1ncc2c([nH]c3ccccc32)c1=O)Nc1ccc(CN2CCCCC2)cc1	1%[76.3 µM]
39	COc1ccccc1CN(C)CC(=O)Nc1cccc2ccccc12	-6%
40	NS(=O)(=O)c1ccc2nc(NC(=O)c3ccc4ncsc4c3)sc2c1	5%[76.3 µM]
41	O=C(NCc1ccccc1F)C1CCCN(S(=O)(=O)N2CCOCC2)C1 (centres undefined)	5%[76.3 µM]
42	CC1CCCN(C(=O)CSc2nnc(-c3cccs3)o2)C1 (centres undefined)	-10%
43	COc1ccc(OC(=O)/C=C/c2ccc([N+](=O)[O-])cc2)cc1	5%
44	Cc1cnc(C(=O)NC(Cc2ccccc2)c2ccccc2)cn1 (centres undefined)	7%
45	O=S(=O)(Nc1cccc(Oc2ccc(Cl)cc2)n1)c1ccc(F)cc1	-14%
46	Cc1ccc(S(=O)(=O)N(C)CC(=O)Nc2nnc(CC(C)C)s2)cc1	-7%[76.3 µM]
47	CC1CN(CC(O)COc2ccc(C#N)cc2)CCN1CC(O)COc1ccc(C#N)cc1 (centres undefined)	8%[76.3 µM]
48	O=C(NCCN1CCOCC1)c1cc(-c2ccc(Cl)cc2Cl)on1	2%[76.3 µM]
49	COc1ccc(-c2ccc(SCC(=O)NC3CCCCC3)nn2)cc1	1%[76.3 µM]
50	CSc1ccc(S(=O)(=O)N2CCC(C(=O)N3CCc4ccccc4C3)CC2)cc1	-6%
51	COc1ccc(CN(C(=O)CNC(=O)c2ccco2)C(C(=O)NCC2CCCO2)c2ccccc2)cc1 (centres undefined)	0%
52	O=C(NCc1ccc(Cl)cc1)Nc1ccc(F)cc1	6%[76.3 µM]
53	O=C(CSc1nnc(COc2ccccc2)o1)N1CCCC1	3%
54	O=C(CCn1nc(-c2ccc(Cl)cc2)ccc1=O)N1CCN(c2ccc(F)cc2)CC1	-2%
55	COc1ccc(C(=O)Nc2ccc(NC(=O)c3cccc(OC)c3)cn2)cc1	-10%
56	CSc1ccc(CNC(=O)Cc2ccc(NC(=O)C3=C(C)OCCS3)cc2)cc1	-5%[76.3 µM]
57	OC(CNCCc1ccc(C(F)(F)F)cc1)COC(c1ccccc1)c1ccccc1 (centres undefined)	5%
58	CCCCCCCCCCOC(=O)Cn1c(COc2cccc(OC)c2)[n+](C)c2ccccc21	-1%
59	CC(=O)N1CC(C)Sc2ccc(S(=O)(=O)NC3CCCCC3)cc21 (centres undefined)	-5%[76.3 µM]
60	Cn1c(=O)[nH]c(=O)c2c1nc(N1CCN(C(c3ccccc3)c3ccccc3)CC1)n2CCO	-14%

Filtered by structure: those above containing an NH in an aromatic ring
no.	structure	GAA glycogen
9	CCc1nc2nc(C)c(NS(=O)(=O)c3cccs3)c(=O)n2[nH]1	-9%
31	COc1ccc(-c2csc3nc[nH]c(=O)c23)cc1OC	6%
38	O=C(Cn1ncc2c([nH]c3ccccc32)c1=O)Nc1ccc(CN2CCCCC2)cc1	1%[76.3 µM]
60	Cn1c(=O)[nH]c(=O)c2c1nc(N1CCN(C(c3ccccc3)c3ccccc3)CC1)n2CCO	-14%

Following part:
no.	structure	GAA glycogen
61	COc1ccc(/C=C/C(=O)NC(=S)NNC(=O)[C@H]2C[C@@H]2c2ccccc2)cc1OC	-6%[76.3 µM]
62	O=C(NCCCc1ccc(F)cc1)C1CCC(=O)N(CC2CCCCC2)C1 (centres undefined)	-6%[76.3 µM]
63	CNC(=O)c1cc(Nc2nnc(-c3ccc(C)c(S(N)(=O)=O)c3)c3ccccc23)ccc1OC	1%
64	CS(=O)(=O)c1ccccc1C(=O)NCCC(c1ccccc1)c1ccccc1	3%
65	CC(C)C(NS(=O)(=O)c1cccs1)C(=O)NCCCN1CCCCCC1 (centres undefined)	7%
66	O=C(NCc1ccc(F)cc1)C(c1ccco1)N(C(=O)c1csnn1)C1CC1 (centres undefined)	-4%
67	Cc1ccc(S(=O)(=O)NC(=O)COc2ccc(Cl)cc2Cl)cc1	0%[76.3 µM]
68	COc1c2occc2c(OC(C)=O)c2c(=O)cc(C)oc12	-1%
69	CCCCCSc1nc2c(cnn2-c2ccc(F)cc2)c(=O)[nH]1	2%
70	Cc1ccccc1C(=O)Nc1ccccc1C(=O)N1CCC(C)CC1	3%
71	COc1cc(/C=N/NS(=O)(=O)c2ccc(Br)cc2)ccc1O	-3%[76.3 µM]
72	COc1ccc(C)cc1N(CC(=O)NC1CCCC1)C(=O)Cn1nnc(-c2ccc(C)o2)n1	14%[76.3 µM]
73	O=C(Nc1ccccn1)c1ccc(Br)c(S(=O)(=O)N2CCCC2)c1	7%[76.3 µM]
74	CCOC(=O)c1c(NC(=O)C(C)Sc2nnc(C)c(=O)[nH]2)sc2c1CCCC2 (centres undefined)	?
75	COc1ccc(OC)c(C2C(C#N)=C(N)N(N(C)C)C3=C2C(=O)CCC3)c1 (centres undefined)	1%
76	Cc1ccc(CNC(=O)C(=O)NCC2OCCCN2S(=O)(=O)c2cccs2)cc1 (centres undefined)	-4%[76.3 µM]
77	CC(=O)c1ccc(S(=O)(=O)NC2CC2)cc1	1%
78	C[C@]12CCC(=O)C=C1CC[C@@H]1[C@@H]2CC[C@@]2(C)[C@H]1CC[C@@]21CCC(=O)O1	4%
79	COc1ccccc1/C=C/C(=O)Nc1ccc(S(=O)(=O)Nc2cc(C)on2)cc1	-1%[76.3 µM]
80	CCOCCCN(C(=O)CCC(=O)Nc1cc(C)on1)C(C(=O)NC(C)(C)CC)c1cccc(OC)c1OC (centres undefined)	5%[76.3 µM]
81	Cc1ccc2cc3cc(C(=O)NCCCN4CCCC4=O)oc3nc2c1	0%[76.3 µM]
82	O=C(Oc1ccccc1)N1CCN(c2ccccc2F)CC1	1%
83	Cc1ccc(CNC(=O)CCSCc2ccccc2C)cc1	4%
84	COc1ccc(CN2CCN(Cc3ccc(OC)c(OC)c3OC)CC2)cc1	1%
85	CC(=O)Nc1ccc(N2C(=O)CSC2c2ccc([N+](=O)[O-])cc2)cc1 (centres undefined)	-8%
86	COC(=O)c1cn(Cc2cc(OC)ccc2OC)cc(F)c1=O	7%
87	Cc1ccc(CN2CC(C(=O)N3CC=C(c4ccccc4)CC3)CC2=O)cc1 (centres undefined)	-2%[76.3 µM]
88	C=CCN(C(=O)c1csnn1)C(C(=O)NC1CCCC1)c1ccc(Cl)cc1 (centres undefined)	3%
89	CCC(Cc1ccccc1)NS(=O)(=O)c1ccc2c(c1)NC(=O)CS2 (centres undefined)	-5%[76.3 µM]
90	COc1ccc(COCC(O)CN2CCCCC2)cc1OC (centres undefined)	-3%[76.3 µM]

(cont.)
no.	structure	GAA glycogen
91	O=C(O)c1cnn(-c2nc(-c3ccc(Br)cc3)cs2)c1C(F)(F)F	3%
92	NS(=O)(=O)c1ccc(NC(=O)c2cc(-c3ccccc3O)n[nH]2)cc1	-3%
93	CCC(CC)C(=O)N1CC(=O)Nc2ccc(F)cc2C1c1ccccc1 (centres undefined)	-4%
94	O=C(O)C1CCCCC1C(=O)N1CCN(S(=O)(=O)c2ccc(F)cc2)CC1 (centres undefined)	-3%[76.3 µM]
95	O=C(O)C1C2CCC(C2)C1C(=O)N1CCCC1 (centres undefined)	5%[76.3 µM]
96	Cc1nc2scc(C)n2c(=O)c1S(=O)(=O)NCC1CCN(Cc2ccc(Cl)cc2)CC1	-5%[76.3 µM]
97	Cc1ccc(S(=O)(=O)N(CC(=O)Nc2cccnc2)c2ccccc2C)cc1	-2%
98	CCOc1ccc(CNS(=O)(=O)c2c(C)nc3scc(C)n3c2=O)cc1OC	5%
99	O=C(CCCN1C(=O)/C(=C/c2cccs2)SC1=S)Nc1cccc(O)c1	2%
100	O=Cc1cc(Br)c(OC(=O)N2CCOCC2)c(Br)c1	-8%
101	O=C(Oc1ccc(Br)cc1)c1cccc(S(=O)(=O)N2CCOCC2)c1	-4%
102	O=C1c2ccccc2C(=O)C1c1ccccc1F	2%
103	Cc1cccc(CN2C(=O)NC(c3ccccc3)(c3ccccc3)C2=O)c1	0%
104	COc1ccc(CNC(=O)CN(C)S(=O)(=O)c2ccc3c(c2)n(C)c(=O)c(=O)n3C)cc1	-1%[76.3 µM]
105	CC1CCCCC1NC(=O)C1CCC(CNS(=O)(=O)c2ccccc2)CC1 (centres undefined)	4%
106	Cc1cc(C)c2c(N)c(C(=O)Nc3ccc(F)cc3)sc2n1	4%
107	CCOC(=O)N1CCN(C(=O)c2cc3cc(Cl)ccc3[nH]2)CC1	-6%
108	Nn1c(SCC(=O)Nc2ccc3c(c2)OCCO3)nncc1=O	-1%[76.3 µM]
109	CS(=O)(=O)Nc1cccc(C2=NN(C(=O)c3cccc(F)c3)C(c3cccs3)C2)c1 (centres undefined)	-7%
110	CCOc1ccc(C2/C(=C(\O)c3ccc4c(c3)OCCO4)C(=O)C(=O)N2CCN2CCOCC2)cc1OCC (centres undefined)	-14%[76.3 µM]
111	C=CCOc1ccc(C(c2c(C)n(C)n(-c3ccccc3)c2=O)c2c(C)n(C)n(-c3ccccc3)c2=O)cc1	-4%
